# Dyrk1A ADPGlo – blocks rat Dyrk1A kinase activity; Q63470; ADP-Glo luminescence, NFATc1 peptide; inhibition, % at 12.5 µM; 310,000 compounds, 0.43% hits; in the data active = inhibition above about 50%;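 also: plate controls were vehicle with enzyme for no effect and no enzyme for full effect; many of its hits are not listed in these tables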
# HSF1 inhib – HSF1 inhibition; NIH3T3-HGL HSE-luciferase, MG132-induced, luminescence 8 h; active compounds read low; 300,000 compounds, 0.77% hits; AID 2098; activity change, negative = inhibition, % at 7.5 µM (by protocol);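 active = more than half of replicate wells show activity change below -50%, luminescence cut by over half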;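 also: luciferase reports HSF-1 transcriptional activity via heat shock element; 0% = median of DMSO wells and -100% = zero luminescence signal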
# IEC-6 tox – IEC-6 cytotoxicity, counter-screen for KLF5 inhibitors. 290,000 compounds, 0.78% hits. inhibition, % at 5 µM. luminescence viability; in the data active = inhibition above about 22%;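 also: 0% = plate median of test compound wells and 100% = cytotoxic reference compound wells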
# Platelet DG rel – platelet dense granule release activity | human platelet-rich plasma, SFLLRN dense granule ATP release, luminescence | inhibition, %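 (compounds screened at 7.5 µM in platelet-rich plasma)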 | 300,000 compounds, 0.22% hits;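 active = mean replicate score, as percent of positive control, at or above 50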
# aSyn UTR inh – 5' untranslated region of α-synuclein, MLPCN primary screen | inhibition, % (tested at 7.5 µM) | 300,000 compounds, 0.82% hits | alpha-synuclein 5'UTR reporter, inhibitor activity; in the data active = inhibition above about 60%;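 also: H4 neuroglioblastoma cells stably carrying SNCA 5'UTR luciferase fusion; 0% = DMSO wells and 100% = positive control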
# GSK3A inh – human GSK-3 alpha kinase inhibition; ADP-Glo luminescence, 60 min; P49840; AID 2650; inhibition, % at 10 µM; 320,000 compounds, 0.1% hits;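 in the data active = inhibition above about 50%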;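 also: GST-tagged GSK-3 alpha with peptide substrate and 25 µM ATP; 0% = DMSO neutral wells and 100% = GW8510 positive control wells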
# Target sequence (P49840 whole entry, looked up): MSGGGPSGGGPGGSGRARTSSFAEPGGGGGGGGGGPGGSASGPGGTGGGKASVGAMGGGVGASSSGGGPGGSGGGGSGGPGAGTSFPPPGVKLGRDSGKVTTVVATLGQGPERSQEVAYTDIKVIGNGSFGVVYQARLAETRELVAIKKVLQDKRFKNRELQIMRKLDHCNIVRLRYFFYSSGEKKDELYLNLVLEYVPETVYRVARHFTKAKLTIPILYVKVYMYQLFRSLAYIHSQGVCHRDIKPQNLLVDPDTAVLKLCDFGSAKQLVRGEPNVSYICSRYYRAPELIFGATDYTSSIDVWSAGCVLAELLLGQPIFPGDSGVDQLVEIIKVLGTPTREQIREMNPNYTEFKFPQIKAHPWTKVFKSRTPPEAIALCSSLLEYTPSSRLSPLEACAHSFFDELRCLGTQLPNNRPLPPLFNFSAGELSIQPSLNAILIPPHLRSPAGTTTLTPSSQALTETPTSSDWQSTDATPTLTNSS
# GSK3B inh – human GSK3beta kinase inhibition | GST-GSK3beta kinase, ADP-Glo luminescence, 60 min; active compounds read low | activity score (negative = inhibition), % at 10 µM | P49841 | 300,000 compounds, 0.038% hits;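 active = more than half of replicate wells score below -50%, meaning over 50% inhibition versus plate controls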;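 also: 0% = median DMSO wells and -100% = median GW8510 positive control wells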
# Target sequence (P49841 whole entry, looked up): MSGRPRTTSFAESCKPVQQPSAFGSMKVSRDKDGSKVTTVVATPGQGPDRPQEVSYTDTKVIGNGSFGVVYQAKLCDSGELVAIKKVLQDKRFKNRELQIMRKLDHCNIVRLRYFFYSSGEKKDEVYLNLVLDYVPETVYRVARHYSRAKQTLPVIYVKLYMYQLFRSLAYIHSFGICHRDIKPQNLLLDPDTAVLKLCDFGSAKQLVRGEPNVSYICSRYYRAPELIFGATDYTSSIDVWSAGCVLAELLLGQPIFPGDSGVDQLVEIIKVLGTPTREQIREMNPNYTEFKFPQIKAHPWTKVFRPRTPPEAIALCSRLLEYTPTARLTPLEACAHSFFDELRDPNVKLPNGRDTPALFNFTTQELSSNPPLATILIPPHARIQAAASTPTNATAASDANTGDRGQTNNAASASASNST
#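 Test system – GST-tagged human GSK3beta kinase, cell-free · Incubation – 60 min enzyme reaction, room temperature · Signal – ADP-Glo luminescence · Also added – peptide substrate and ATP at 25 µM · Controls – DMSO neutral wells and GW8510 at 20 µM as positive · Buffer or medium – Tris/MgCl2 kinase buffer · Measure – Luminescence-derived activity versus plate DMSO and GW8510 wells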
# KLF5 inh – suppresses KLF5 promoter-driven expression; DLD-1 KLF5 promoter-luciferase reporter, luminescence; inhibition, % at 5 µM; AID 1700; 290,000 compounds, 0.23% hits;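 active = inhibition above a per-plate limit of that plate's mean compound inhibition plus 3 SD, cut at about 60% in these data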;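 also: 0% = DMSO wells and 100% = LY294002 at 200 µM; higher means less KLF5 promoter-driven luciferase light; inactives centre near -14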
# HSF-1 act – increases HSF-1 driven luciferase reporter signal; NIH3T3-HGL HSF-1 luciferase reporter, MG132, 8 h; 100% = twice DMSO control signal; activation, % at 9 µM; 300,000 compounds, 1.7% hits;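 active = mean replicate activation of at least 50% with a set share of replicates each reaching 50%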;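 also: 0% = median of the neutral control wells and 100% = twice that signal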
# HSP90 inh – inhibitors of HSP90 luciferase refolding in rabbit reticulocyte lysate; AID 1789; luciferase refolding luminescence, 3 h; inhibition, % at 5.6 µM; 290,000 compounds, 0.91% hits;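 active = inhibition above the screen-wide mean plus 3 SD, computed separately per campaign, cut at about 16% in these data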;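 also: 0% = DMSO wells and 100% = 60 µM geldanamycin wells; inhibitors lower the luminescence because luciferase stays unfolded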
# Numbers without * were called inactive; . = not tested or not shown. An excerpt; rates above refer to the full screens.
SMILES,Dyrk1A ADPGlo,HSF1 inhib,IEC-6 tox,Platelet DG rel,aSyn UTR inh,GSK3A inh,GSK3B inh,KLF5 inh,HSF-1 act,HSP90 inh
O=Cc1cccn1-c1c(C(=O)O)cnn1-c1ccccc1,-4,-4,5,2,5,-2,-25,-29,5,-2
COc1cc(NC(=O)c2ccco2)c(OC)cc1NC(=O)CSc1nnc(-c2cccs2)n1C,-6,-3,-1,5,5,0,3,-17,-1,1
COc1ccccc1/C=C/C=N/NC(=O)CCn1nnc2ccccc21,0,0,-8,1,-19,0,-3,-1,5,-1
COc1cccc(-c2nnc(-c3ccccc3[N+](=O)[O-])o2)c1,7,13,6,-3,-136,-2,0,-83,36,-1
COc1cc(N/C=C2\CC(=O)NC(C)=C2C#N)cc(OC)c1OC,-3,-3,0,4,-8,1,-1,-4,-5,1
Cc1ccccc1NC(=S)N(Cc1ccccc1)Cc1cccnc1,4,2,0,2,-18,-2,2,6,1,-1
O=C(CN(CC1CCCO1)C(=O)CNS(=O)(=O)c1ccc(Cl)cc1)NCC1CCCO1 (stereo not drawn),-2,1,2,-3,21,-1,3,-35,-9,3
Cc1ccc(-c2nn(-c3ccccc3)cc2/C=N/NC(=O)c2ccc(Br)o2)cc1,0,1,3,2,-11,-2,0,-43,14,1
CCN(CC)C(=O)CSc1nc2ccccc2c(=O)n1-c1ccccc1OC,-7,5,4,11,-24,0,0,-23,-4,4
CC(C)(CO)N1CCN(C(=S)Nc2ccccc2)CC1,-9,-20,1,0,-23,1,0,-15,-12,2
Cc1cc(=O)oc2cc(OCC(=O)NC3CCN(Cc4ccccc4)CC3)c(Cl)cc12,-4,-6,5,13,24,-7,0,-23,5,0
CCOC(=O)N1CCN(C(=O)c2ccc(CN(c3ccc(C)c(C)c3)S(C)(=O)=O)cc2)CC1,-2,-3,0,-3,17,0,0,-16,-7,1
Cc1ccc(-c2cc(C(F)(F)F)n3nc(C(=O)Nc4c(C)n(C)n(-c5ccccc5)c4=O)cc3n2)cc1,-12,-4,-4,2,36,6,-1,-14,-18,4
O=C1C=C(NCc2ccco2)CCC1,0,-4,-8,7,-19,0,0,-21,-5,6
CN(C(=O)CCS(=O)(=O)c1ccc2c(c1)oc(=O)n2C)C1CCCCC1,-1,1,0,2,-42,0,-1,-4,2,-5
COc1ccc(-c2nc3c(s2)CCc2onc(-c4ccc(OC)cc4)c2-3)cc1,0,0,14,2,-7,0,2,-10,9,3
Cc1cc(C)c2c(N)c(C(=O)Nc3nccs3)sc2n1,-6,11,-2,3,43,0,3,-75,33,30*
CC1=C(C(=O)NC(C)c2ccc3c(c2)OCCO3)C2(CCC(C)CC2)OC1=O (stereo not drawn),12,0,-6,6,0,-1,-2,-4,-2,0
CCCCOc1ccc(-c2ncc(C(=O)OCC)c(N)n2)cc1,11,15,-1,2,-12,0,0,-7,23,4
CC(C)N(c1ccccc1)c1ccc(NC(=S)NCCN(C)C)cc1,-1,-5,-2,-6,0,1,-2,-22,-4,-2
Cc1ccc(CNC(=O)C2CCN(S(=O)(=O)c3ccc4c(c3)CC(C)N4C(=O)C3CC3)CC2)cc1 (stereo not drawn),5,8,8,3,29,1,-1,8,7,0
CN(C(=O)c1ccccc1OCc1ccc(Cl)cc1)c1ccccc1,5,18,-2,-8,24,-2,3,-9,-4,-1
CC(=O)c1ccc([C@@H]2C[C@]34CN(Cc5cccc(C(F)(F)F)c5)S(=O)(=O)[C@H]3C[C@H]2O4)cc1,3,-6,.,4,24,0,0,.,-21,.
O=C(COc1ccc([N+](=O)[O-])cc1)Nc1cccnc1,-7,0,2,5,-25,-4,-5,-1,-3,-1
O=C(NCc1ccccc1)NC1(C(=O)Nc2ccc3c(c2)OCCO3)CCCCC1,1,-16,-3,7,-36,0,1,0,-23,1

# More entries:
SMILES,Dyrk1A ADPGlo,HSF1 inhib,IEC-6 tox,Platelet DG rel,aSyn UTR inh,GSK3A inh,GSK3B inh,KLF5 inh,HSF-1 act,HSP90 inh
Cc1cc2ncc(C(=O)Nc3ccccc3)c(C)n2n1,2,7,-3,-6,-33,-3,4,-33,0,-2
Cc1nc(-c2c(C(F)(F)F)noc2-c2ccc(O)cc2O)cs1,3,-3,-1,-3,-3,0,-2,1,11,1
CCCCNc1ccc(C(CC(N)=O)NC(=O)c2ccccc2)cc1[N+](=O)[O-] (stereo not drawn),8,0,.,0,-1,2,-6,.,13,.
COc1cccc(N(C(=O)c2ccco2)c2nc(-c3sc(NC(=O)c4ccco4)nc3C)cs2)c1,.,-5,6,-1,45,-1,-3,-34,-13,14
CCOc1cc(/C=N/NC(=O)c2ccc3c(c2)OCCO3)cc(Br)c1O,7,-73*,8,0,0,-5,-1,-2,-74,-7
COc1ccc(C(=O)NCc2nnc(SCC(=O)N3CCc4ccccc43)n2Cc2ccccc2)cc1,2,6,1,-1,27,-4,1,-37,29,-2
CCOC(=O)C1CCN(C(=O)c2ccc3c(c2)OCO3)CC1,-1,2,-4,5,-4,-4,-1,-30,4,0
CCCCCCCCCCn1ccc(=N)cc1,-1,-14,66*,-1,106*,0,-1,86*,-17,-6
Cc1c(CC(=O)N[C@@H](C)C(=O)O)c(=O)oc2cc3occ(-c4ccccc4)c3cc12,-2,-14,-2,4,0,3,1,-55,5,3
Cc1cc(C)c2c(n1)nn1c(N3CCN(c4ccccc4)CC3)cc(C)nc21,0,0,2,-1,36,-3,2,-6,-13,-2
CN1CCN(S(=O)(=O)c2ccc(N3CCN(C(=O)c4ccccc4)CC3)nc2)CC1,0,-1,2,-1,-2,3,1,10,-1,1
COc1ccc(C(C(=O)NCc2ccccc2)N(C(=O)c2snc(C(N)=O)c2N)c2ccccc2OC)cc1OC (stereo not drawn),0,-2,-4,-10,1,0,4,-15,18,-1
COc1cc2[nH]c(=O)n(CCC(=O)N3CCN(Cc4ccccc4)CC3)c(=O)c2cc1OC,-4,-3,7,0,10,1,10,-13,-14,1
COc1cc(C(=O)COC(=O)Cc2cnc3sccn23)cc(OC)c1OC,-12,-4,-7,1,5,0,-2,5,-24,3
O=C(O)c1ccccc1SC1CC(=O)N(c2ccc3c(c2)OCO3)C1=O (stereo not drawn),0,-17,-8,-3,-28,-11,0,-23,-24,3
CCOC(=O)c1ccc(NC(=O)CCc2nc(-c3ccc(Cl)cc3)no2)cc1,-9,-3,-2,-1,-6,-3,3,-15,19,2
O=C1CCC(=O)N1c1ccc(S(=O)(=O)Nc2ccc(Br)cc2)cc1,3,4,-5,-7,-19,-2,2,-15,12,0
Nc1ccc2c(c1Cl)C(=O)c1ccc(N)c(Cl)c1C2=O,10,0,-7,9,-88,.,-1,-39,5,0
CSc1ccccc1NC(=O)COc1ccc(S(=O)(=O)N2CCCC2)cc1,5,-5,-2,4,10,.,-2,-28,-14,0
COc1ccc(OCCSc2nc3nc(C)cc(C)n3n2)cc1,0,2,-5,-8,16,-1,-2,-4,9,0
COC(C[C@H](O)[C@@H](C)[C@@H](O)COCc1ccccc1)OC,8,-4,.,0,14,.,2,.,-2,.
COc1cc(NC(=O)CCC(=O)O)nc(OC)n1,3,-6,-2,7,-9,-3,3,-3,-11,1
COc1cc(NC(=O)CNC(=O)Cn2c(C)cc3ccccc3c2=O)cc(OC)c1OC,-8,1,10,9,19,-1,3,-7,12,1
CCOC(=O)Cc1csc(NC(=O)CCC(=O)O)n1,.,1,4,5,-9,-1,-20,-2,1,-3
COc1ccc(OC)c(C2=NOC(C(=O)NCc3ccccn3)C2)c1 (stereo not drawn),11,-8,-5,11,0,.,1,-36,-14,-3

# Remaining list, next part
SMILES,Dyrk1A ADPGlo,HSF1 inhib,IEC-6 tox,Platelet DG rel,aSyn UTR inh,GSK3A inh,GSK3B inh,KLF5 inh,HSF-1 act,HSP90 inh
C/C(=N\NC(=O)C(O)c1ccccc1)c1ccc(Cl)s1 (stereo not drawn),-4,-1,6,-7,-37,4,-3,-16,-6,0
N/C(=N\N=C\c1cccc(O)c1)c1nonc1N,-2,16,1,70*,-106,-2,-5,-123,49,29*
O=C(CN1C(=O)c2ccccc2S1(=O)=O)NCCc1ccccc1,1,-2,1,-4,9,4,0,3,33,1
O=C(NCc1ccc(-c2nc3ccccc3s2)cc1)c1ccc(Br)o1,0,19,-2,-22,-14,0,4,-61,46,0
COc1ccc(CCNC(=O)c2coc(=O)c(Br)c2)cc1,.,27,-3,2,-63,-1,3,-32,37,-3
Cc1[nH]c(C)c(S(=O)(=O)N2CCN(c3cccc(Cl)c3)CC2)c1C(=O)N1CCCCC1,-1,3,1,7,33,1,4,5,7,0
COc1ccccc1CN1C(=O)[C@H]2Cc3c([nH]c4ccccc34)C(C)(C)N2C1=O,-1,-2,.,1,6,-7,1,.,-2,.
Cc1nnc(SCc2cc(=O)oc3cc(O)ccc23)n1Cc1ccccc1,-1,-11,-7,-2,-4,11,-9,-9,2,-7
S=c1[nH]nc(Nc2ccc(Cl)cc2)s1,-5,-3,0,8,-16,5,3,-32,-19,-3
CCOC(=O)C1=NN(C(=O)COc2ccccc2)C(O)(c2ccc(Cl)cc2)C1 (stereo not drawn),-1,71,1,0,-12,-1,1,-41,122*,-2
Cc1cccc(NC(=O)CCc2c(C)nn(-c3ccc(N4CCOCC4)nn3)c2C)c1,5,-5,8,-1,28,0,1,-32,-1,-2
CCOC(=O)CSc1nc2c(c(=O)n(C)c(=O)n2C)n1CCCc1ccccc1,8,-3,-2,-5,4,.,5,-3,4,1
O=C(CNC(=O)N1CC(=O)Nc2ccccc21)NCc1ccccc1Cl,.,6,-2,-8,13,1,-1,2,6,1
C=CCn1c2ccccc2c(=O)c2cc(C#Cc3ccsc3)ccc21,.,11,7,7,-211,0,1,-46,10,2
O=C(Nc1ccccc1Cl)N1CCN(C/C=C/c2ccccc2)CC1,4,4,-3,5,20,-4,1,-8,8,1
CCOP(=O)(OCC)C(NC(=O)/C=C/c1ccc(OC)cc1)c1ccccc1 (stereo not drawn),.,3,0,-7,-11,-2,0,-15,2,3
O=C(Nc1ccc(N2CCOCC2)c(Cl)c1)c1cccnc1Cl,0,2,0,2,3,1,3,-35,2,-2
CCOC(=O)C1=C(C)N=c2s/c(=C\c3ccc(OC(C)=O)cc3)c(=O)n2C1/C=C/c1ccccc1 (stereo not drawn),1,6,0,-5,8,2,1,-18,-4,1
Oc1ccccc1CN1CCC(C(O)(c2ccccc2)c2ccccc2)CC1,1,-5,6,6,5,2,0,-9,4,-4
O=c1cc(-c2ccccc2Cl)oc2c(NS(=O)(=O)c3ccccc3OC(F)(F)F)ccc(O)c12,2,6,.,-5,-35,0,2,.,24,.
CCOC(=O)/C=C1\SCC(=O)N1Cc1ccc(Br)cc1,3,3,0,7,9,-1,-1,-13,23,1
OC1CCCN(CC(O)c2ccccc2)C1 (stereo not drawn),-3,1,-1,8,-7,-3,-1,0,-2,-1

# Quoted at random: 3 compounds from above
SMILES,Dyrk1A ADPGlo,HSF1 inhib,IEC-6 tox,Platelet DG rel,aSyn UTR inh,GSK3A inh,GSK3B inh,KLF5 inh,HSF-1 act,HSP90 inh
C/C(=N\NC(=O)C(O)c1ccccc1)c1ccc(Cl)s1 (stereo not drawn),-4,-1,6,-7,-37,4,-3,-16,-6,0
CCOC(=O)CSc1nc2c(c(=O)n(C)c(=O)n2C)n1CCCc1ccccc1,8,-3,-2,-5,4,.,5,-3,4,1
O=c1cc(-c2ccccc2Cl)oc2c(NS(=O)(=O)c3ccccc3OC(F)(F)F)ccc(O)c12,2,6,.,-5,-35,0,2,.,24,.
